# Growth percent in the NCI-60 one-dose screen (48 h, 10 µM unless noted): 100 = growth as untreated, 0 = no growth, -100 = all killed.
# TK-10 – TK-10 renal cancer cells; actives 3.9% (n = 81,000); active = growth percent below 10
# Numbers without * were called inactive; & = joins results of further samples; ! = repeats disagree; [ ] = dose if it differs, or a comment.
# The opening 4 entries, to show the layout:
no.	canonical_smiles	TK-10
1	C=CCn1cnc2c(=O)[nH]c(Nc3ccccc3)nc21	86&121[100 µM]
2	COc1cccc(N(CN2C(=O)CCC2OC)C(C)=O)c1 (stereo not drawn)	104&196[100 µM]
3	CC(=O)OC1(C)C(=O)OC/C2=C/CN(C)CCC(OC(=O)C(O)(C(C)Cl)CC1C)C2=O (stereo not drawn)	90&79[100 µM]
4	Fc1cccc(F)c1C1SCc2nc3cc4ccccc4cc3n21 (stereo not drawn)	34&27[100 µM]

# The list itself, repeating the preview:
no.	canonical_smiles	TK-10
1	C=CCn1cnc2c(=O)[nH]c(Nc3ccccc3)nc21	86&121[100 µM]
2	COc1cccc(N(CN2C(=O)CCC2OC)C(C)=O)c1 (stereo not drawn)	104&196[100 µM]
3	CC(=O)OC1(C)C(=O)OC/C2=C/CN(C)CCC(OC(=O)C(O)(C(C)Cl)CC1C)C2=O (stereo not drawn)	90&79[100 µM]
4	Fc1cccc(F)c1C1SCc2nc3cc4ccccc4cc3n21 (stereo not drawn)	34&27[100 µM]
5	Cc1cccc(C)c1NC(=O)C(=O)CC(=O)/C=C/c1ccccc1	100&123[100 µM]
6	COc1ccc2c(c1)C(N)=C(c1ccccc1)C2=O	3.7*![100 µM]
7	O=C(O)c1cnccc1-c1cc(=O)[nH]n1-c1ccccc1	-7.1*![100 µM]
8	COC(=O)C(=O)C(C(=O)C(=O)Nc1ccccc1C(N)=O)c1nc2ccc(Cl)cc2[nH]c1=O (stereo not drawn)	76&121[100 µM]
9	CC(=O)O[C@@H]1C[C@@]2(C)[C@@H]3CC=C4[C@@H](C[C@H](O)C(=O)C4(C)C)[C@]3(C)C(=O)C[C@]2(C)[C@H]1[C@@](C)(O)C(=O)/C=C/C(C)(C)OC(C)=O	-91*[100 µM]
10	COc1ccc(Nc2nc3ccc(C(F)(F)F)cc3nc2C(=O)O)cc1	-94*[100 µM]
11	CC(=O)Nc1c(C)cc2c(nc3n2CCC3OC(C)=O)c1[N+](=O)[O-] (stereo not drawn)	104&120[100 µM]
12	CC1(C)CCC2(C(=O)OC3OC(CO)C(O)C(O)C3O)CCC3(CO)C(=CCC4C5(C)CC(O)C(O)C(C)(C(=O)OC6OC(CO)C(O)C(O)C6O)C5CCC43C)C2C1 (stereo not drawn)	93&101[100 µM]
13	N#CC1(C#N)C(=O)c2ccncc2C1=O	119&102[100 µM]
14	COc1ccc2c(C)cc(N/N=C/c3ccc(C)s3)nc2c1	-100*[100 µM]
15	Cc1cc(C)n2c(nc3ccccc32)c1C#N	78[100 µM]
16	CCOC(=O)COc1cc(-c2ccccc2F)nc2cc3c(cc12)OCO3	78&126[100 µM]
17	C/C(=C\COc1cc(O)c2c(c1)C(=O)c1cc(C)cc(O)c1C2=O)CCC1OC1(C)C (stereo not drawn)	21&43[100 µM]
18	O=C1C2=Cc3ccccc3OC2(O)Oc2ccc(O)cc21 (stereo not drawn)	69&109[100 µM]
19	CC(=O)NNc1nc(C)c(C(/C=C/c2ccc3c(c2)OCO3)=N/NC(=O)c2ccncc2)s1	102&145[100 µM]
20	CC(O)c1nc(C#N)c(N)o1 (stereo not drawn)	111&88[100 µM]
21	COC(=O)C(=O)C(C(=O)C(=O)Nc1ccc(Cl)c(Cl)c1)c1nc2ccc(C(=O)c3ccccc3)cc2[nH]c1=O (stereo not drawn)	14&89[100 µM]
22	NNC1=N/C(=C\c2ccco2)C(Cl)=N1	2.9*![100 µM]
23	COC1CCC(=O)N1CN(C(C)=O)c1ccc(C)cc1 (stereo not drawn)	104&103[100 µM]
24	CCC1OC2(C)CC(C#N)(C#N)C1(C#N)C(=N)O2 (stereo not drawn)	92[100 µM]

# Reprinted, compounds 17–21
no.	canonical_smiles	TK-10
17	C/C(=C\COc1cc(O)c2c(c1)C(=O)c1cc(C)cc(O)c1C2=O)CCC1OC1(C)C (stereo not drawn)	21&43[100 µM]
18	O=C1C2=Cc3ccccc3OC2(O)Oc2ccc(O)cc21 (stereo not drawn)	69&109[100 µM]
19	CC(=O)NNc1nc(C)c(C(/C=C/c2ccc3c(c2)OCO3)=N/NC(=O)c2ccncc2)s1	102&145[100 µM]
20	CC(O)c1nc(C#N)c(N)o1 (stereo not drawn)	111&88[100 µM]
21	COC(=O)C(=O)C(C(=O)C(=O)Nc1ccc(Cl)c(Cl)c1)c1nc2ccc(C(=O)c3ccccc3)cc2[nH]c1=O (stereo not drawn)	14&89[100 µM]

# Additional structures follow.
no.	canonical_smiles	TK-10
25	N#Cc1nc(-c2cccc(-c3nc(C#N)c(N)o3)n2)oc1N	85&96[100 µM]
26	COc1cccc(N(CN2CC=CC2=O)C(C)=O)c1	98&97[100 µM]
27	COc1ccc(-c2ncnc(-c3ccc(OC)c(OC)c3)n2)cc1OC	42&98[100 µM]
28	CC(C)=NNc1snnc1C(N)=O	103&104[100 µM]
29	CCOC(=O)c1cc(C)nc2c1c(=O)n(-c1ccccc1)c(=O)n2CCCCN1CCN(c2ncccn2)CC1	111&116[100 µM]
30	COc1ccc(-c2oc3ccc(C)cc3c(=O)c2O)cc1	73&93[100 µM]
31	CCCC(=O)Oc1c2ccsc2c(OC(=O)CCC)c2ccsc12	-100*[100 µM]
32	C=CCC1=CC2(OC)C(=O)C(OC)(OC)C1C1C(OC)(OC)C(=O)C(OC)=CC12CC=C (stereo not drawn)	102&93[100 µM]
33	O=C1C=CC=C/C1=C1\N=C(c2ccccc2OCC(=O)c2ccccc2)SS1	54&58[100 µM]
34	CC(=O)N(CN1C(=O)CCC1C(=O)O)c1ccccc1 (stereo not drawn)	109&80[100 µM]
35	CCC/C(Cl)=N/OC(=O)Nc1cccc(F)c1	-100*[100 µM]
36	NC(=O)NNc1nc2ccccc2c(=O)n1NC(=O)C(=O)Nc1ccc(Cl)cc1Cl	89&158[100 µM]
37	O=C(/C=C/c1ccccc1)CCC1C(=O)c2ccccc2C1=O	78&105[100 µM]
38	S=C1N=C(Cl)/C(=C\c2ccccc2)N1	57&92[100 µM]
39	CC1(C)CCCC(C)(C2CCC3(C)C2C(O)CC2C4(C)CCC(O)C(C)(C)C4C(O)CC23C)O1 (stereo not drawn)	-96*[100 µM]
40	COC1(OC)N=C(N)C2(C#N)C(C)CC(=O)N(N(C)C)C12C#N (stereo not drawn)	109&103[100 µM]
41	COC(=O)C(/C(=N/N)C(=O)Nc1ccc(C)c(C)c1)c1nc2ccc(Cl)cc2[nH]c1=O (stereo not drawn)	84&124[100 µM]
42	CN(C)CCNc1ccc(NCC[N+](C)(C)Cc2ccc([N+](=O)[O-])cc2)c2c1C(=O)c1c(O)ccc(O)c1C2=O	-23*![100 µM]
43	O=C1c2ccccc2-c2c1c1ccccc1c(=O)n2-c1cccnc1	-34*![100 µM]
44	N#Cc1n[nH]n(-c2ccc(Br)cc2)c1=O	81&116[100 µM]
45	CCOC(=O)c1c(C)cc(=O)n2c1[nH]c1ccccc12	48[100 µM]
46	O=C1C2CC=CCC2C(=O)N1n1c(Cc2ccc(Cl)cc2)n[nH]c1=O (stereo not drawn)	110&99[100 µM]
47	COc1ccc2c(=O)c(-c3cc4c(cc3OC)OCO4)coc2c1	8.9*![100 µM]
48	COc1c(-c2ccc(F)cc2)oc2c(CC(=O)O)cccc2c1=O	105&130[100 µM]
49	C=C(C)C(=O)OC1CC2(C)OC(=CC2=O)C(C)CC2OC(=O)C(=C)C12 (stereo not drawn)	-97*[100 µM]
50	CC(=N\N)/C(C)=N/N=C(C)/C(C)=N/N=C(C)/C(C)=N/N	99&108[100 µM]
51	COC(=O)C1=CO[C@@H](OC2OC(CO)C(O)C(O)C2O)[C@@H]2[C@H](C)[C@@H](O)[C@@H](O)[C@]12O (stereo partly drawn)	102&97[100 µM]
52	CC1(C)Oc2ccc3c(=O)cc(-c4ccccc4)oc3c2C1C(=O)O (stereo not drawn)	97&101[100 µM]
53	Nc1nc(Nc2cc(F)c(Cl)c(F)c2)cc(=O)[nH]1	27&111[100 µM]
54	COc1cc(Nc2ccc3c(c2)CCC3)nc(OC)n1	-39*![100 µM]
55	N#Cc1n[nH]n(C2CCCCC2)c1=O	104&111[100 µM]

# Compound activity as filed in PubChem BioAssay.

# A portion of the library; count on the stated rates, not on these rows.
